# Screens (PubChem)
# Texas Red fluor = compound fluoresces in the Texas Red spectral region; Compound fluorescence, Texas Red channel, 547/618 nm; stronger effect = higher value; actives 0.06% (n = 59,000); max dye-equivalent concentration, M; in the data active means max dye-equivalent concentration above about 10 nM; inconclusive means between about 1.1 nM and that limit
#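 Compound titrations in 100 mM Tris pH 8.0 were incubated 15 min at room temperature and read at 547 nm excitation / 618 nm emission. Texas Red six-point standard curve on each plate converted fluorescence to dye-equivalent concentration.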
# Caspase-1 inhib = blocks human caspase-1 allosterically or competitively; actives 0.03% (n = 75,000); Potency, µM (highest dose often 57.5 µM), for inactives: at the highest dose activity change, negative = inhibition, actives largely listed as inhibitors; AID 900; Caspase-1 enzyme, Ac-WEHD-AFC fluorogenic rate;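 further: potency means the concentration at half of the fitted maximal effect; plate controls were vehicle for no effect and no substrate for full effect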
# 4MU fluor = compound fluoresces in the 4-MU spectral region | compound autofluorescence, 340/450 nm, 4-MU equivalents; stronger effect = higher value | max dye-equivalent concentration, M | actives 11% (n = 59,000) | AID 589; in the data active means max dye-equivalent concentration above about 10 nM; inconclusive means mostly about 1.1 nM to 9.6 nM
#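 Intrinsic fluorescence at 340/450 nm (ex/em) was read after 15 min at room temperature in pH 8.0, 100 mM Tris. Each compound concentration expressed as 4-MU-equivalent concentration from a six-point 4-MU standard series on each plate.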
# HEK293 cAMP cs = raises cAMP in parental HEK293 cells, TSHR agonist counter-screen | parental HEK293 CNG cAMP sensor, membrane potential fluorescence | actives 2.5% (n = 73,000) | Potency, µM (series often up to 57.1 µM), for inactives: top-dose activation, usual class: activators; further: potency means the concentration at half of the fitted maximal effect; % of control where 0% means no effect; nearly all actives have a fitted effect of over 55% in size
#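 Parental HEK 293 cells stably expressing a modified CNG channel (no TSHR) report cAMP rise as membrane depolarization. Membrane potential dye with 100 uM RO 20-1724 was loaded for 60 min at room temperature, then compound added for 30 min; fluorescence read at 590 nm.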
# Caspase-7 inhib = allosteric or competitive inhibitors of human caspase-7 | P55210 | recombinant caspase-7, Ac-DEVD-AFC fluorescence rate | Potency, µM (titrated, usually from 57.5 µM), for inactives: at the top dose activity change, negative = inhibition, most hits filed as inhibitors | actives 0.02% (n = 75,000) | AID 889; active means well fitted inhibition curve with a large enough effect in the main read-out, with a control signal flat, not every such curve was filed as active; inconclusive means small, poorly fitted or top-dose-only effect, or a change in a side signal; further: potency means the concentration at half of the fitted maximal effect; % of control where 0% means no effect
# USP2a inh = blocks human ubiquitin-specific protease USP2a. O75604. USP2a enzymatic assay, qHTS inhibition. Potency, µM (top dose mostly 38.3 µM), for inactives: top-dose activity change, negative = inhibition, hits mostly inhibitors. actives 0.1% (n = 60,000);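 further: potency means the concentration at half of the fitted maximal effect; nearly all actives have a fitted effect of over 60% in size; plate controls were DMSO for no effect and NEM full inhibition control for full effect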
#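 Coupled readout: USP2-cleaved Ub-PLA2 (20nM final) turns over NBD C6-HPC (20uM final), Ex 460nm/Em 535nm after 2.5 h, time-zero read flagging artifacts. Enzyme (20nM final, pH 8.0 Tris) given 30 min RT with compound first; NEM defines full inhibition.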
# BRCT inh green = inhibitors of human BRCA1 BRCT-phosphoprotein interaction (green fluorophore); Potency, µM (highest dose often 76.9 µM), for inactives: at the highest dose activity change, negative = inhibition, hits mostly inhibitors; BRCA1 BRCT-phosphopeptide binding, green fluorescence polarization; actives 0.05% (n = 75,000); AID 875;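 further: potency means the concentration at half of the fitted maximal effect; plate controls were peptide without protein for full effect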
#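 Fluorescence polarization: His-tagged BRCT (~35 kDa BRCA1 C-terminus, 250 nM) bound to 100 nM fluorescein-labeled phosphorylated 10-aa BACH1 peptide, pH 7.3 phosphate buffer with DTT and Tween 20. Compounds incubated 12 min at room temperature; inhibition read as lowered polarization.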
# A350 autofl = A350 region autofluorescence | Compound autofluorescence, 340/450 nm, Alexa 350 dye-equivalents; stronger effect = higher value | max dye-equivalent concentration, M | actives 11% (n = 59,000) | AID 590; in the data active means max dye-equivalent concentration above about 10 nM; inconclusive means mostly about 1.1 nM to 9.6 nM
# BRCT PPI red = disrupts BRCA1 BRCT binding to phosphoprotein, red fluorophore readout; P38398; BRCT-phosphopeptide binding, red fluorescence polarization; Potency, µM (titrated, usually from 76.9 µM), inactives show at the highest dose activity change, negative = inhibition, most hits filed as inhibitors; actives 0.03% (n = 75,000); AID 892; further: on the % scale 0 is the no-effect control and ±100 the full control effect
#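 Rhodamine-labelled pBACH1 10-mer (100 nM) bound to BRCT domain (100 nM) at pH 7.3; compounds incubated 12 min room temperature, polarization read. Free peptide defines full inhibition; unlabelled decapeptide titrated as control.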
# Rhodamine fluor = compound fluoresces in the rhodamine spectral region; Rhodamine-region fluorescence, 547/598 nm, Tris buffer; stronger effect = higher value; max dye-equivalent concentration, M; actives 0.05% (n = 59,000); AID 594; in the data active means max dye-equivalent concentration above about 11 nM; inconclusive means between about 1.1 nM and that limit
#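 Read-out is relative fluorescence at 547 nm excitation and 598 nm emission, expressed as dye-equivalent concentration using rhodamine standards on every plate. Each compound was profiled across a concentration series after 15 min in 100 mM Tris, pH 8.0.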
# Fluorescein fluor = compound autofluorescence in fluorescein spectral region | max fluorescein-equivalent concentration, M | Compound autofluorescence, 480/540 nm, fluorescein-equivalent; stronger effect = higher value | AID 593 | actives 0.91% (n = 59,000); in the data active means max fluorescein-equivalent concentration above about 10 nM; inconclusive means between about 1.1 nM and that limit
#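 In this qHTS profile, compound fluorescence was measured with a 480 nm/540 nm filter pair following a 15-min room-temperature incubation in 100 mM Tris (pH 8.0). A six-point fluorescein series on each plate served for normalization.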
# * hit, by the source's call; i = inactive; u = inconclusive; x = no result given; [ ] = dose if it differs, or a comment. Unless noted, the call rests on the fitted dose curve; in most records, active means well fitted curve in the direction sought with a large enough effect; inconclusive means small, poorly fitted or top-dose-only effect, or another doubt; inactive means no such curve, though single readings can be large; an effect the other way counts as inactive or inconclusive. This is a subset. The share of hits here may be higher or lower than overall.
mol	USP2a inh	Texas Red fluor	Caspase-7 inhib	Fluorescein fluor	BRCT inh green	4MU fluor	HEK293 cAMP cs	BRCT PPI red	A350 autofl	Rhodamine fluor	Caspase-1 inhib
Cn1c(=O)[nH]c(=O)c2c1nc(N1CCc3ccccc3C1)n2CCSc1nc2ccccc2s1	4%	u	-2%	u	-1.9%	i	u	-1.1%	i	i	2%
O=C(c1ccco1)N1CCN(CCOCCOc2cccc3ccccc23)CC1	x	i	x	i	x	i	x	x	i	i	x
CC1(C)CC[C@]2(C(=O)O)CC[C@]3(C)C(=CC[C@@H]4[C@@]5(C)CC[C@H](O)C(C)(C)[C@@H]5CC[C@@]43C)[C@@H]2C1	x	i	x	i	x	i	-1%	x	i	i	x
COCCn1c(CCC(=O)O)nc2c1c(=O)[nH]c(=O)n2CC(C)C	-6%	i	6%	u	-2.4%	i	0%	0.0%	i	i	0%
CCOc1ccc(OCC)c(NC(=O)CN2CCN(c3cc(C)ccc3C)CC2)c1	u	u	-2%	i	-0.4%	u	-1%	-2.7%	u	i	-1%
CCOC(=O)c1ccc(NC(=O)CSc2nc3c(c(=O)n2-c2ccccc2OC)SCC3)cc1	x	x	-2%	x	-6.7%	x	9%	-1.8%	x	x	-4%
O=C(Cc1cccs1)Nc1ccc2c(c1)C(=O)OC2	2%	i	1%	i	0.3%	i	2%	-0.6%	i	i	1%
COc1ccc(NC(=O)Cc2ccc(Cl)cc2)cc1NC(=O)c1ccco1	44%[activator]	i	-3%	u	-0.7%	i	-10%	-0.3%	i	i	-3%
CC(=O)c1cc2c(cc1NC(=O)CN1CCN(c3ccc(F)cc3)CC1)OCO2	11%	u	-7%	u	-5.4%	3.7e-08M*	u	-0.7%	4.4e-08M*	i	-4%
COc1ccc(NC(=O)N(C2CCCCC2)C(C)c2ccco2)c(OC)c1 (stereo unspecified)	-5%	u	-5%	i	1.2%	i	u	1.4%	i	i	-1%
CCOc1ccc(NC(C)=O)cc1N	x	x	2%	x	-8.4%	x	-11%	0.3%	x	x	4%
CCc1ccc2nc(NC3=NCN(CCCN4CCOCC4)CN3)nc(C)c2c1	-1%	i	-1%	i	0.0%	u	12%	-0.7%	u	i	-1%
O=C(NC1CCCCCC1)c1c(F)c(F)c(F)c(F)c1F	0%	x	0%	x	-2.3%	x	29%	-0.7%	x	x	-2%
O=C(CN1CCN(c2ccccn2)CC1)NCCc1ccccc1	14%	u	-1%	i	-1.4%	1.2e-08M*	4%	-1.0%	1.4e-08M*	i	-1%
COc1ccc(Cl)cc1NC(=O)C1CCCO1 (stereo unspecified)	0%	x	1%	x	0.2%	x	1%	0.5%	x	x	2%
Cc1ccc(C)n1-c1ccc(-n2cnnn2)cc1	3%	x	1%	x	-0.9%	x	11%	0.9%	x	x	-4%
CCc1nnc(NC(=O)c2ccc(S(=O)(=O)N3CCOCC3)cc2)s1	x	x	-2%	x	-2.5%	x	1%	-0.4%	x	x	-1%
O=C(COC(=O)Cc1cn2ccsc2n1)NC12CC3CC(CC(C3)C1)C2	7%	i	0%	i	0.0%	i	9%	0.3%	i	i	-2%
Fc1ccc(OCc2nc(-c3ccc(Br)o3)no2)c(F)c1	x	x	-4%	x	0.0%	x	2.5µM*	0.3%	x	x	-1%
CCSc1nc2ccccc2n1Cc1nc(N)nc(N(C)C)n1	2%	i	1%	i	0.2%	i	9%	-0.8%	i	i	0%
O=C1C(C=NCCN2CCOCC2)=C(O)c2ccccc21	0%[7.66 µM]	x	-3%	x	0.8%	x	-2%[11.4 µM]	-0.5%	x	x	-3%
CN1CC[C@H](CN2c3ccccc3Sc3ccccc32)C1	x	i	0%[11.5 µM]	u	-1.0%[15.4 µM]	u	-13%[11.4 µM]	-0.1%[15.4 µM]	u	i	-2%[11.5 µM]
CCOC(=O)c1c(C)oc2cc(Br)c(O)c(Br)c12	x	x	-1%	x	-4.1%	x	11%	-1.2%	x	x	0%
COC(=O)C/C=C\[C@H](C)[C@@H](OCc1ccccc1Br)C(C)C	x	x	1%[11.5 µM]	x	-3.1%[15.4 µM]	x	u	-0.4%[15.4 µM]	x	x	2%[11.5 µM]
CCOCCn1c(CN2CCN(c3ccc(F)cc3)CC2)nc2c1c(=O)n(C)c(=O)n2C	0%	u	0%	u	-2.9%	i	-2%	0.7%	i	i	0%
COc1ccc(C(=O)O)cc1F	-1%	i	2%	i	-0.3%	i	3%	-1.2%	i	i	2%
O=C(O)COc1cccc(NC(=O)c2ccccc2)c1	-7%	x	-7%	x	0.7%	x	-11%	-1.8%	x	x	-1%
COc1ccc(-n2nc(C(=O)NCC(=O)NCC3CCCO3)c3ccccc3c2=O)c(OC)c1 (stereo unspecified)	5%	i	1%	i	1.9%	i	9%	-3.2%	i	i	-1%
O=C(CNCCO)NC12CC3CC(CC(C3)C1)C2	-2%	i	-2%	u	-1.6%	i	7%	1.0%	u	i	-2%
Cc1ccc(C)c(Cn2nnc3c(=O)[nH]c(C4CCCN(C(=O)C5CCCCC5)C4)nc32)c1 (stereo unspecified)	32%[activator]	i	-9%	i	16%	i	20µM*	0.3%	i	i	-2%
COc1ccc(N2C(=O)CC(N3CCN(c4nc5ccccc5s4)CC3)C2=O)cc1 (stereo unspecified)	38%[activator]	i	-3%	i	0.0%	i	9%	0.0%	i	i	-1%
O=C(NC1CCCC1)C1CCN(S(=O)(=O)N2CCCCC2)CC1	-4%	i	1%	i	-2.0%	u	-3%	0.5%	u	i	0%
O=C(CCCCCNc1nc(=S)[nH]c2ccccc12)N1CCN(c2ccccn2)CC1	27%	u	-4%	i	-2.8%	i	-4%	0.9%	i	i	1%
Fc1ccc(CSc2ncnc3c2oc2ccccc23)cc1	0%	u	-3%	i	3.1%	i	u	-1.3%	u	i	-1%
CC(C)C(c1nnnn1C1CCCC1)N1c2ccccc2CC1C (stereo unspecified)	-5%	i	0%	i	0.7%	i	29%	-2.8%	i	i	-4%
CC(=NCC1CCCO1)c1c(O)[nH]c(=O)[nH]c1=O (stereo unspecified)	1%	i	0%	i	-1.5%	i	-4%	-1.1%	i	i	0%
N[C@@H](Cc1nn[nH]n1)C(=O)O	x	i	-1%[11.5 µM]	i	-0.8%[15.4 µM]	i	1%[11.4 µM]	1.1%[15.4 µM]	i	i	-3%[11.5 µM]
O=C(O)C1CCCN1C(=O)Nc1ccc(F)cc1 (stereo unspecified)	5%	u	1%	i	-1.3%	i	-7%	0.1%	i	i	3%
CN(Cc1nc(-c2ccccn2)no1)S(=O)(=O)c1ccc(Cl)cc1	-8%	i	-3%	i	-1.7%	i	4%	0.2%	i	i	0%
CC1(C)Cc2c(sc3c2c(=N)n(Cc2ccco2)c(=O)n3CC(=O)Nc2ccccc2)CO1	36%[activator]	u	-9%	u	8.4%	1.3e-08M*	3%	-2.2%	1.4e-08M*	i	-8%
CC1=C(C(=O)OCc2ccccc2)C(c2ccco2)C2=C(CC(C)(C)CC2=O)N1 (stereo unspecified)	24%	x	-22%	x	-0.1%	x	12%	-1.5%	x	x	-14%
Cc1ccnc(SCCn2c(Br)nc3c2c(=O)[nH]c(=O)n3C)n1	-5%	i	0%	i	-0.5%	i	-3%	1.5%	i	i	-1%
CS(=O)(=O)NC1CCN(Cc2ccccc2)CC1	8%	u	0%	i	-3.0%	i	3%	1.4%	i	i	5%
Cc1nc(SCC(=O)NCc2ccco2)c2oc3ccccc3c2n1	27%	i	-1%	u	2.1%	i	11%	0.8%	i	i	-2%
Cc1c(S(=O)(=O)N2CCc3ccccc3C2)c(=O)n(C)c(=O)n1C	x	x	-1%	x	-0.5%	x	14%	0.7%	x	x	-3%
CN(CC(=O)Nc1ccc(Cl)cc1)S(=O)(=O)c1cccc2cccnc12	x	x	-3%	x	0.4%	x	7%	-0.9%	x	x	-4%
O=C(CCCCn1c(=O)c2ccccc2n(CC(=O)NC2CCCC2)c1=O)NC1CCCC1	-2%	i	0%	u	-0.5%	i	6%	-2.3%	i	i	-2%
Cc1cccc(-c2noc(-c3ccccc3C(=O)NCC3CCCO3)n2)c1 (stereo unspecified)	27%	i	1%	i	1.0%	i	u	-1.5%	i	i	0%
O=C(O)CCCC(=O)Nc1ccc(C(=O)N2CCCCC2)c(Cl)c1	4%	u	-1%	i	-2.6%	i	8%	-0.7%	i	i	0%
Cn1c(=O)c2c(nc(NCc3ccco3)n2Cc2ccccc2Cl)n(C)c1=O	x	i	x	i	x	i	x	x	i	i	x
O=C1COc2ccc(C(=O)CSc3nnc(-c4cccs4)n3Cc3ccccc3)cc2N1	50%[activator]	i	-5%	i	2.1%	i	23%	0.0%	i	i	-1%
S=c1[nH]nc(SCc2ccccc2Cl)c2[nH]cnc12	x	i	0%[11.5 µM]	i	-0.6%[15.4 µM]	i	-3%[11.4 µM]	0.9%[15.4 µM]	i	i	2%[11.5 µM]
